# Bioassay records: PubChem BioAssay, The Scripps Research Institute Molecular Screening Center
# V1R ag counter = V1a receptor agonism, counter-screen for OXTR agonists; P37288; CHO-V1R cells, Fluo-8 calcium fluorescence, agonist mode; 0% DMSO, 100% 3 nM vasopressin; activation, % at 3 µM; 320,000 tested, 0.25% active;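 active = activation above the mean activation of all tested compounds plus 3 SD, per screening run, cut at about 20% in these data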;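 note: signal is peak over basal fluorescence ratio across a 100 second FLIPR read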
# Target sequence (P37288 whole entry, looked up): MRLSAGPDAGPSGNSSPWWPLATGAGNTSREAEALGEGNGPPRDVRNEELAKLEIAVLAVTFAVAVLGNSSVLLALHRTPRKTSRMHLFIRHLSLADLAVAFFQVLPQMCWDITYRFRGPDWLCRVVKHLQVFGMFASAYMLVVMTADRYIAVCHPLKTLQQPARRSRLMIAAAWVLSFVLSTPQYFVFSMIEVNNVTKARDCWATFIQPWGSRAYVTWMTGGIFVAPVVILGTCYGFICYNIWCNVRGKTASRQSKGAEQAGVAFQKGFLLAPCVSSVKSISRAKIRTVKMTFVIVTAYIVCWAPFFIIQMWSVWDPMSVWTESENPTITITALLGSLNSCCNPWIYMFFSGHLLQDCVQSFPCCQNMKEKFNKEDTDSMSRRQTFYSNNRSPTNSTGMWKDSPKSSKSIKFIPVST
# GalR3 antag = blocks the human galanin receptor 3 | inhibition, % at 3 µM | 360,000 tested, 0.44% active | HEK293 GalR3-CNG cAMP membrane potential fluorescence; galR3 body fused to GalR1 C-terminus | AID 651719;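 active = inhibition above the screen-wide average plus 3 SD, cut at about 13% in these data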;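 note: forskolin and galanin both at EC90 stimulate the cells; cAMP rise reported by CNG channel membrane potential dye signal; 0% = forskolin plus galanin with DMSO and 100% = forskolin alone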
# Target sequence (O60755 1-299 limits assumed): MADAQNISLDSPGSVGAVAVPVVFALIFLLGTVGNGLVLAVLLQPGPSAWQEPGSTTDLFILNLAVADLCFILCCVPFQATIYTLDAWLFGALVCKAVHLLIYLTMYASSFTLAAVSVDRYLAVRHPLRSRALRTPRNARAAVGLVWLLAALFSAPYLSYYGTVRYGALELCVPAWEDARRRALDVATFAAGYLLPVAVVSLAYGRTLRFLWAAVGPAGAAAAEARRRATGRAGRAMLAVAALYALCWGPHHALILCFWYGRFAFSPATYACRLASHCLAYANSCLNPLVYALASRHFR
# OXTR agonist = activates the human oxytocin receptor | P30559 | CHO-OTR cells, Fluo-8 calcium fluorescence; normalized: DMSO 0%, oxytocin 100% | activation, % at 3 µM | 320,000 tested, 0.32% active | AID 2435;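 active = activation above the mean of all tested compounds plus 3 SD, cutoff set per screening run, cut at about 20% in these data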;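 note: peak over basal fluorescence ratio from a 100 s FLIPR kinetic read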
# Target sequence (P30559 whole entry, looked up): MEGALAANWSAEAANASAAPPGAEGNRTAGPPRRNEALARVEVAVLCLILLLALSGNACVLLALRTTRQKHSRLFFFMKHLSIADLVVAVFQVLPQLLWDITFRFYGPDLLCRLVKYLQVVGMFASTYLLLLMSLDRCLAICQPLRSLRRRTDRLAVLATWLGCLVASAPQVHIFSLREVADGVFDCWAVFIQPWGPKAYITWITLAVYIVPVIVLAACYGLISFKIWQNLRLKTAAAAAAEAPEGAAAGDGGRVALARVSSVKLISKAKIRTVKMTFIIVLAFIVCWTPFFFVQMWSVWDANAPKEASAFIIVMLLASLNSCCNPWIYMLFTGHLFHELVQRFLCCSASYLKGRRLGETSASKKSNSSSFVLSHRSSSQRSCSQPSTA
# Numbers without * were called inactive. A portion of the library, so the mix of outcomes need not match the whole.
no.	smiles	V1R ag counter	GalR3 antag	OXTR agonist
1	CN(C(=O)COC(=O)c1ccc(Br)c([N+](=O)[O-])c1)c1c(N)n(Cc2ccccc2)c(=O)[nH]c1=O	0.7	-4	0.6
2	O=C(Nc1nnc(C2CC2)s1)c1cncc(Br)c1	0.9	-3	2.1
3	CCCCn1c(N)c(N(CCOC)C(=O)COC(=O)COc2ccccc2C#N)c(=O)[nH]c1=O	0.2	0	1.1
4	Cc1ccc(S(=O)(=O)N(C)C)cc1NC(=O)COC(=O)c1ccc2c(=O)n3c(nc2c1)CCC3	0.8	2	-0.3
5	CCN(CC(=O)Nc1c(F)cccc1F)C(=O)c1ccc(C2SCCS2)cc1	3.4	-4	2.1
6	CC(C)Cc1nnc(NC(=O)CN2C(=O)NC3(CCCC3)C2=O)s1	0.4	-4	1.8
7	Cc1cccc(C(=O)OCC(=O)NCCN2C(=O)CSC2=O)c1[N+](=O)[O-]	0.3	-5	1.0
8	Cc1ccc(-n2nnnc2SCC(=O)c2c(N)n(C3CC3)c(=O)[nH]c2=O)cc1C	0.8	-3	1.6
9	N#CC(c1ccccc1)c1cnccn1 (stereo not drawn)	0.6	-7	0.5
10	CC1C(=O)N2CCCc3cc(NC(=O)C4CC4)cc1c32 (stereo not drawn)	0.1	-3	1.2
11	C[C@H]1CN([C@@H](C)CO)C(=O)Cc2cc(NC(=O)Cc3cn(C)c4ccccc34)ccc2O[C@@H]1CN(C)S(=O)(=O)c1cn(C)cn1	1.3	-6	1.2
12	COc1cc(C(=O)OCC(=O)N2CCCC2)cc2c1OCCO2	1.6	-3	0.6
13	C[C@@H]1CN([C@H](C)CO)C(=O)c2cc(NS(=O)(=O)c3cn(C)cn3)ccc2O[C@@H]1CN(C)S(C)(=O)=O	1.3	-4	3.7
14	Cc1cc(C)n2nc(SCC(=O)NC(=O)c3ccccc3Cl)nc2n1	0.6	-5	-0.6
15	Cc1onc(-c2c(F)cccc2Cl)c1C(=O)OCC(=O)N1C(C)CCCC1C (stereo not drawn)	-1.2	-6	-1.3
16	Cc1ccc(C(=O)CCC(=O)NNC(=O)c2ccccc2O)cc1	0.3	-9	0.7
17	CCOc1cc(N2CCOCC2)c(OCC)cc1NC(=O)c1cnccn1	-0.4	1	-0.7
18	Cc1nc(SCC(=O)Nc2ccc(S(=O)(=O)N3CCOCC3)cc2)c2c(C)c(C)sc2n1	1.2	-6	2.1
19	C=CCC[C@@H](Cc1ccc(F)cc1)C(=O)OC[C@@H](Cc1c[nH]c2ccccc12)NC(=O)[C@@H](CC=C)CC(=O)NCCO	1.7	0	-1.1
20	O=C(CCNC(=O)c1ccc(Br)cc1)NNC(=O)COc1ccccc1F	0.6	-2	-0.3
21	C#CCOCCOCCOCCNc1nc(N2CCOCC2)nc(N2CCN(C(=O)CCCCCCCCCCNC(=O)[C@@H](CCC(=O)O)n3cc(CCCCCN)nn3)CC2)n1	0.3	-2	0.1
22	Cc1ccc(CN2Cc3cccc4c3[C@@H](CC2=O)[C@H](O)[C@H](O)C4)cc1	0.5	1	2.0
23	CC(C)COc1ccc(C(=O)Nc2cc(S(=O)(=O)N3CCOCC3)ccc2N2CCCC2)cc1	-0.8	-1	-2.4
24	COc1cccc(NC(=O)CN(C)C(=O)CCCc2nc3ccccc3c(=O)[nH]2)c1	-0.3	-4	0.8
25	COc1cn(-c2ccccc2)nc1C(=O)OCC(=O)Nc1ccc(C)c(C)c1	0.5	7	0.9
26	Cc1ccc(C(=O)OCC(=O)N2c3ccccc3NC(=O)C2(C)C)cc1S(=O)(=O)N1CCCCC1	-0.8	-4	-0.8
27	O=C(Nc1ccncc1)c1cc(S(=O)(=O)N2CCCC2)ccc1Cl	2.5	-3	2.8
28	CCOC(=O)[C@H]1[C@H]2COc3ccc(C)cc3[C@@H]2N2C(=O)CN(Cc3ccc(C)cc3)C(=O)[C@@]12C	-1.3	-3	-0.2
29	O=C(OCC(=O)N1CCCC1=O)c1cc(S(=O)(=O)N2CCOCC2)ccc1F	-0.5	-1	1.3
30	COc1cc(-c2cc(C(=O)Nc3ccc(C)c(S(=O)(=O)N4CCOCC4)c3)c3ccccc3n2)cc(OC)c1OC	0.0	1	1.2
31	CC1CC1C(=O)OCC(=O)Nc1ccc(Cl)cn1 (stereo not drawn)	2.3	-6	1.9
32	CC1CC(C)CN(S(=O)(=O)c2cccc(C(=O)N3CCN(c4ccc(F)cc4)CC3)c2)C1 (stereo not drawn)	-0.1	-6	-2.4
33	O=C(CSC1=NS(=O)(=O)c2cc(F)ccc2N1)NCCc1ccccc1	0.9	0	1.5
34	CN1CCN(c2ccc(S(=O)(=O)N3CCCCC3)cc2N)CC1	1.6	-4	2.7
35	COc1ccc(NC(=O)CN(C)C(=O)C(Sc2ccccc2)c2ccccc2)cc1 (stereo not drawn)	0.8	-4	-1.9
36	COC(=O)c1ccc(CN=C(NS(=O)(=O)c2ccccc2)c2ccccc2)cc1	0.9	-5	2.3
37	COc1ccc(CN(C)C(=O)C2CSC3(C)CCC(=O)N23)cc1 (stereo not drawn)	0.3	-1	0.7
38	O=C(Nc1ccc(Cl)c(S(=O)(=O)N2CCCCC2)c1)C1=COCCO1	0.2	0	-0.5
39	CCOc1ccccc1N1CC(C(=O)NC2CCCCCC2)CC1=O (stereo not drawn)	-0.1	-5	0.5
40	O=C(CCNC(=O)c1ccccc1Cl)NCc1cccnc1	0.4	-2	1.1
41	CC(OC(=O)c1cnccn1)C(=O)c1ccccc1 (stereo not drawn)	-0.4	-2	-0.3
42	Cc1ccc(S(=O)(=O)N2CCN(C(=O)COC(=O)CCc3ccccc3)CC2)c(C)c1	5.3	-5	6.8
43	CCOc1ccc(NC(=O)CCc2c(C)noc2C)cc1OC	0.8	-2	-0.1
44	COc1cccc(NC(=O)c2cnc(SCC(=O)NCc3ccc4c(c3)OCO4)n(C)c2=O)c1	-0.8	-4	-0.6
45	CN(c1ccccc1)S(=O)(=O)c1cccc(NC(=O)COc2ccccc2)c1	3.1	-4	0.1
46	N#Cc1ccccc1S(=O)(=O)N1CCN(C(=O)[C@H](Cc2ccccc2)NC(=O)c2ccco2)CC1	-0.2	-6	-0.2
47	CCN(CC)C(=O)[C@H]1CC(CC(=O)NCCCN(C)C)C(=O)N2CCc3c([nH]c4ccccc34)[C@]12C (stereo partly drawn)	0.2	-5	1.7
48	CN(c1ccccc1)S(=O)(=O)c1cccc(NC(=O)CSc2nccc(=O)[nH]2)c1	0.5	-4	0.7
49	C[C@H](NC(=O)c1[nH]cnc1C(=O)Nc1ccccc1)c1ccccc1	-0.2	-6	-0.6
50	COC(=O)CN1C(=O)[C@H]2[C@@H](/C=C/c3ccccc3)N3C(=O)CN(Cc4ccc(-c5ccccc5)cc4)C(=O)[C@@]3(C)[C@H]2C1=O	0.5	-6	1.1
51	Cc1ccc(C(=O)NNC(=O)c2ccc(-n3cncn3)c([N+](=O)[O-])c2)cc1	0.2	-3	-0.4
52	CC(=O)NC12CC3CC(C1)CC(C(=O)N(C)CC(=O)Nc1ccccc1Cl)(C3)C2	-0.3	-2	0.1
53	COc1ccccc1NC(=O)COC(=O)c1ccccc1SCC(=O)N1CCCC1	0.3	-4	-0.8
54	CCN(C[C@H]1N[C@@](C)(C(=O)OC)[C@H]2C(=O)N(C)C(=O)[C@@H]12)C(=O)c1ccc(C(C)(C)C)cc1	-0.3	-4	-0.6
55	N#C/C(C(N)=O)=C1/CCCN1Cc1ccccc1	-2.1	2	0.4
56	Cc1ccc(C2=NCCn3c2c2ccc([N+](=O)[O-])cc2[n+]3[O-])cc1	0.4	-3	-0.5
57	Cc1cc(C)cc(C(=O)N(Cc2ccco2)c2c(N)n(Cc3ccccc3)c(=O)[nH]c2=O)c1	-0.3	-1	-0.8
58	CCC(C)c1ccccc1N1CC(C(=O)NCCC2=CCCCC2)CC1=O (stereo not drawn)	1.7	-6	0.0
59	CN1CCN(c2ccc(S(=O)(=O)N3CCCCC3)cc2NC(=O)CCc2ccccc2)CC1	1.1	-4	5.2
60	COC(=O)[C@]1(Cc2ccccc2)N[C@H](CN(C)C(=O)Nc2ccc(OC)cc2)[C@@H]2C(=O)N(C)C(=O)[C@@H]21	0.4	-7	1.8

# (cont.)
no.	smiles	V1R ag counter	GalR3 antag	OXTR agonist
61	Cc1ccccc1NS(=O)(=O)c1ccc(C(=O)N2CCCC(C(F)(F)F)C2)cc1 (stereo not drawn)	8.8	-5	7.2
62	COc1ccc(C(CNC(=O)c2cccc(S(=O)(=O)N3CCOCC3)c2)N2CCOCC2)cc1 (stereo not drawn)	0.9	-1	-0.1
63	O=C(Cn1cnc2c(OCc3ccccc3)ncnc21)N[C@H](CO)Cc1cc2ccccc2[nH]1	-0.9	-6	2.8
64	CCCNC(=O)C(Cc1ccccc1)NC(=O)c1ccc(-c2ccccc2)cc1 (stereo not drawn)	0.2	-4	-0.6
65	Cc1c(C(=O)N(CC(C)C)c2c(N)n(Cc3ccccc3)c(=O)[nH]c2=O)sc2nc3n(c(=O)c12)CCC3	-0.2	-1	-0.2
66	CN(C)C(=O)CSc1ccc(S(=O)(=O)N2CCOCC2)cn1	0.8	-5	0.4
67	Nc1c(C(=O)CSc2ncccn2)c(=O)[nH]c(=O)n1C1CC1	-0.7	2	0.1
68	CSc1ccc(CN(C)C(=O)CSCC(=O)Nc2ccc(C)cc2)cc1	0.8	-4	-2.1
69	O=C(NCc1ccncc1)c1cccc(S(=O)(=O)Nc2ccc(SC(F)F)cc2)c1	0.4	-4	1.2
70	Cc1ccc(S(=O)(=O)NCc2ccccc2)cc1C(=O)N1CCCC(C(F)(F)F)C1 (stereo not drawn)	1.3	-5	-1.3
71	CCCCN(C(=O)COC(=O)c1ccc(C=O)cc1)c1c(N)n(CCC)c(=O)[nH]c1=O	1.7	-4	-0.4
72	Nc1nccnc1C(=O)OCC(=O)C12CC3CC(CC(C3)C1)C2	-0.4	-7	1.1
73	Cc1ccc(N2CC(C(=O)NCCC3=CCCCC3)CC2=O)cc1 (stereo not drawn)	-1.3	0	-1.8
74	COc1ccc(CC(=O)Nc2cccc(S(=O)(=O)N3CCCC3)c2)cc1OC	8.3	85*	14
75	CN(c1ccc(OCC(=O)Nc2cc(Cl)ccc2C(=O)O)cc1)S(=O)(=O)c1ccc(F)cc1	-0.1	-4	-1.2
76	COc1ccc(C#Cc2c(-c3ccccc3)n(C)c3ccccc23)cc1	-0.3	-2	-0.4
77	O=C(CCc1nc(-c2ccccc2)no1)NC1CCCCCC1	2.3	-5	1.0
78	COc1ccc(S(=O)(=O)N2CCOCC2)cc1C(=O)NCC(c1ccco1)N1CCCC1 (stereo not drawn)	0.2	-6	1.9
79	COc1cc(-c2ccc3oc(-c4cccc(C)c4)c(C#CC4(O)CCCCC4)c3c2)cc(OC)c1OC	2.0	-7	3.4
80	CCCn1c(N)c(N2CCCCC2)c(=O)n(CC(=O)Nc2ccccc2C(F)(F)F)c1=O	-0.4	-8	-1.5
81	COc1ccc(NC(=O)CCCOc2ccc(Cl)c(C)c2)cc1S(=O)(=O)N1CCOCC1	11	-7	14
82	O=C(NCC(O)c1ccc([N+](=O)[O-])cc1)C1=COCCO1 (stereo not drawn)	-0.2	-3	2.0
83	N#CCCN(C(=O)COC(=O)CCNS(=O)(=O)c1ccccc1)c1ccccc1	0.4	-7	1.7
84	O=C(Nc1ncccn1)c1cccc(Cl)c1	0.4	0	0.1
85	CCN1C(=O)[C@H]2[C@@H](c3ccc(-c4ccc(F)cc4)cc3)N[C@@](CC(C)C)(C(=O)OC)[C@H]2C1=O	0.7	1	8.4
86	O=C(Nc1ccc(Cl)c(S(=O)(=O)N2CCCC2)c1)c1cc(=O)[nH]c2ccccc12	0.3	-3	0.9
87	O=C(Nc1cccc(Cl)c1)c1ccccc1	1.6	0	-0.9
88	COc1cccc(NC(=O)CN(C)C(=O)c2ccc(COc3ccccc3)o2)c1	2.3	3	1.7
89	CN(Cc1ccccc1)C(=O)COC(=O)c1ccc[nH]c1=O	1.3	-2	1.9
90	COc1ccc(-c2cc3cc(OC)c(OC)cc3cn2)cc1OC	-1.7	2	-0.8

# Some of these compounds in order of their number in GalR3 antag, highest first.
cpd	Compound	GalR3 antag
88	COc1cccc(NC(=O)CN(C)C(=O)c2ccc(COc3ccccc3)o2)c1	3
65	Cc1c(C(=O)N(CC(C)C)c2c(N)n(Cc3ccccc3)c(=O)[nH]c2=O)sc2nc3n(c(=O)c12)CCC3	-1
86	O=C(Nc1ccc(Cl)c(S(=O)(=O)N2CCCC2)c1)c1cc(=O)[nH]c2ccccc12	-3
77	O=C(CCc1nc(-c2ccccc2)no1)NC1CCCCCC1	-5
63	O=C(Cn1cnc2c(OCc3ccccc3)ncnc21)N[C@H](CO)Cc1cc2ccccc2[nH]1	-6
79	COc1cc(-c2ccc3oc(-c4cccc(C)c4)c(C#CC4(O)CCCCC4)c3c2)cc(OC)c1OC	-7

# Reformatted with each value named: entries from further up
54. CCN(C[C@H]1N[C@@](C)(C(=O)OC)[C@H]2C(=O)N(C)C(=O)[C@@H]12)C(=O)c1ccc(C(C)(C)C)cc1
  V1R ag counter: -0.3; GalR3 antag: -4; OXTR agonist: -0.6
55. N#C/C(C(N)=O)=C1/CCCN1Cc1ccccc1
  V1R ag counter: -2.1; GalR3 antag: 2; OXTR agonist: 0.4

# Further compounds.
no.	smiles	V1R ag counter	GalR3 antag	OXTR agonist
91	CCN(CC(=O)Nc1c(F)cccc1F)C(=O)CSc1ccc(F)cc1	-0.7	-5	-0.9
92	O=C(Nc1ncnc2c1C(c1ccccc1)c1c(ccc3ccccc13)O2)c1ccccc1 (stereo not drawn)	0.5	-15	0.2
93	COc1ccc(CCNC(=O)COC(=O)CCC(=O)c2cccs2)cc1OC	3.2	-2	1.7
94	Cc1noc(C)c1CSCC(=O)Nc1nc(-c2ccc(F)c(F)c2)cs1	4.7	-6	0.9
